LEDGF integ inh – blocks HIV-1 LEDGF/p75-dependent DNA integration; AID 743269; TR-FRET IN-LEDGF/p75 DNA integration, Eu/Cy5; inhibition, % at 3.7 µM; 0.64% of 370,000 active;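 active = inhibition above the screen-wide mean plus 3 SD, cut at about 13% in these data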;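 also: signal is the Cy5 over europium emission ratio at 671 and 618 nm; 0% = plate median of compound wells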
mABHD4 FP – ABHD4 (mouse) inhibition, primary FP screen | Q8VD66 | purified mABHD4, FP-Rh probe fluorescence polarization | inhibition, % at 8.92 µM | 0.54% of 370,000 active;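 active = inhibition exceeding the mean over every tested compound plus 3 SD, cut at about 30% in these data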;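 also: 0% = plate median of compound wells and 100% = S159A mutant with DMSO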
Target sequence (Q8VD66 whole entry, looked up): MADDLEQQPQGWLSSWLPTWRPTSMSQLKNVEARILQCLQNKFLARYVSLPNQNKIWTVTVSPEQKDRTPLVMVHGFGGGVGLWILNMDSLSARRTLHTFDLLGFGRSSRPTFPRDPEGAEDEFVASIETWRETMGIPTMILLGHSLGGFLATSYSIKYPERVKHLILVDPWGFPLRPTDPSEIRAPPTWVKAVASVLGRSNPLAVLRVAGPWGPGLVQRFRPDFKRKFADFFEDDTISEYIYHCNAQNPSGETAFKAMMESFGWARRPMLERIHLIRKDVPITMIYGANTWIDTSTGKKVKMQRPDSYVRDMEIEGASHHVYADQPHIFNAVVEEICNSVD
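Assay system: mABHD4 protein; medium: HEPES pH 7.0, NaCl, Pluronic buffer; dosing: 8.92 µM, single dose; schedule: 45 min + 60 min at 25 °C; signal: FP readout, ex 525 nm / em 598 nm; read-out: normalized percent inhibition of probe labeling; repeats: single replicate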
TDP2 inh – TDP2 (human) inhibition, absorbance primary screen | O95551 | 0.34% of 370,000 active | inhibition, % at 12.8 µM | recombinant TDP2, T5PNP hydrolysis, p-nitrophenol absorbance 415 nm;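 active = inhibition above the mean of all tested compounds plus 3 SD, set per campaign, cut at about 25% in these data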;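 also: 0% = DMSO with enzyme and 100% = buffer with substrate but no TDP2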
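Incubation: 2 h at 37 °C; Test system: recombinant human TDP2; Quantity: enzyme 120 nM; Read-out basis: percent inhibition; Medium: 50 mM Tris-HCl pH 7.5 with Mg2+, KCl, DTT, BSA; Repeats: single replicate; Compound: 12.8 µM single point, 1% DMSO; Signal: epi absorbance; Reagent: 5 mM T5PNP chromogenic substrate; Benchmarks: no-enzyme high, DMSO-plus-enzyme low.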
SIAE primary – inhibitors of human sialic acid acetylesterase SIAE; SIAE FP-Rh probe binding, fluorescence polarization; 0.69% of 370,000 active; inhibition, % at 9.66 µM; Q9HAT2;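 active = inhibition above a cutoff: mean of compounds within the control limits plus 3 SD of those, cut at about 17% in these data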;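 also: 0% = plate median of compound wells and 100% = probe without SIAE protein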
Target sequence (Q9HAT2 whole entry, looked up): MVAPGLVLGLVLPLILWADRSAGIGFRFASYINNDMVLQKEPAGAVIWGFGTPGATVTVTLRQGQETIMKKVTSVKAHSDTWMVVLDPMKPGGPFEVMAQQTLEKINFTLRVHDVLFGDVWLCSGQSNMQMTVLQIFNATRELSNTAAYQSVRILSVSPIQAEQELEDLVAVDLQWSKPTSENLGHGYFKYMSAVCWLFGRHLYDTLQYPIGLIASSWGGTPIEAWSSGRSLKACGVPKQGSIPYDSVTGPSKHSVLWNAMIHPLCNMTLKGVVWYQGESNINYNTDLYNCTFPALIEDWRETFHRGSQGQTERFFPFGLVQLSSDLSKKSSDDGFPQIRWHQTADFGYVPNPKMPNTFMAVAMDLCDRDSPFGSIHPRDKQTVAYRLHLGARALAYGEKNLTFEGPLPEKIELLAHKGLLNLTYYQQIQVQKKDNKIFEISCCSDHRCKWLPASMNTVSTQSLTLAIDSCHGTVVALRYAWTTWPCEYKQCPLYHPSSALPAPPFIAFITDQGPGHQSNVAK
HTRA1 inh – inhibitors of human serine peptidase HTRA1; recombinant HTRA1, FP-rhodamine activity-based probe, fluorescence polarization; Q92743; 0.5% of 340,000 active; inhibition, % at 5.96 µM; in the data active = inhibition above about 36%;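 also: 0% = enzyme with DMSO and 100% = wells lacking enzyme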
PG9 binder – PG9 antibody binding by small molecule | AID 624416 | inhibition, % at 6.7 µM | TR-FRET gp120-PG9 antibody binding | 0.43% of 360,000 active; in the data active = inhibition above about 8.5%
NR1D1 modulator – Rev-erb alpha (human) modulation; P20393; Rev-erbα–FITC-DNA binding, fluorescence polarization, 90 min; activity, % at 10 µM; 0.79% of 370,000 active;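 active = activity above about 14%, limit read from the data; passing the limit was not always enough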;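 also: 0% = DMSO wells with 35 nM protein and 100% = DMSO wells with 750 nM protein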
rCAG RNA binder – binds r(CAG) RNA repeats | r(CAG) RNA repeat, TO-PRO-1 dye displacement fluorescence | 1.3% of 370,000 active | inhibition, % at 3 µM;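 active = inhibition above the plate cutoff, the mean of all test compounds on that plate plus 3 SD, cut at about 35% in these data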;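 also: 0% = DMSO alone and 100% = 100 µM mitoxantrone as full dye displacement; higher means more dye released from RNA so lower well fluorescence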
PRMT1 inh – inhibitors of human PRMT1. recombinant PRMT1, activity-based probe fluorescence polarization. inhibition, % at 2.79 µM. 1.3% of 370,000 active. AID 652257. Q99873;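 active = inhibition above about 21% made by adding two undisclosed values, limit read from the data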
TCR-CD3 inh – human TCR-CD3 binding inhibition | 0.37% of 360,000 active | inhibition, % at 9.4 µM | TAMRA-labeled TCR probe fluorescence, biochemical; in the data active = inhibition above about 19%;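 also: recombinant mutant TCR 2C K166C tagged with TAMRA read by polarization; 0% = receptor in buffer alone and 100% = receptor with positive control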
Starred values were filed as active, the others as inactive; · = not tested or not shown. The list is partial, so the mix of outcomes need not match the whole.

Values run as follows: LEDGF integ inh, mABHD4 FP, TDP2 inh, SIAE primary, HTRA1 inh, PG9 binder, NR1D1 modulator, rCAG RNA binder, PRMT1 inh, TCR-CD3 inh
1: O=C(O)/C(=C/c1ccco1)NC(=O)c1ccccc1
 : 26.7*, 19.6, 4.0, 1.2, -4.2, 0.6, -1.2, 7.4, 8.5, 10.3
2: C[C@@H]1CC=C[C@H]2[C@H]1C(=O)N(Cc1ccccc1)[C@H]2c1ccc(-c2ccc(F)cc2)cc1F
 : 1.4, -6.8, -2.8, -4.0, -36.5, 0.9, -3.6, 8.5, 3.1, -3.7
3: CC[C@H]1C(=O)[C@@H](Cc2ccccc2)[C@@H]2CCN3C(=O)CCC[C@H]1[C@H]23
 : 1.2, 13.4, -8.8, 1.8, 7.1, 1.5, 5.8, -5.6, -2.0, -4.6
4: O=C(Nc1ccc(F)cc1F)c1sccc1SCc1cccc(C(F)(F)F)c1
 : -1.8, -15.8, -7.6, -17.0, -30.1, 1.4, -2.0, 1.6, -3.8, 3.9
5: CCOC(=O)c1c(C)c(C(=O)NCc2ccco2)c(C)n1C
 : 0.8, -1.0, -0.3, 0.1, -2.6, -3.3, -5.8, -2.4, -1.2, 4.2
6: CSc1nc(-c2ccccc2)nc(C(C)C)n1
 : 2.7, 4.2, 2.5, 5.8, -2.3, 0.9, 2.2, -2.5, 2.4, -0.1
7: CCOc1ccc(C(=O)O)cc1OC
 : 0.4, 2.7, -0.5, -3.0, 4.4, 0.8, 1.3, -0.6, -0.1, -1.6
8: Cn1c(SCC(=O)NCc2cccs2)nnc1-c1ccc(O)cc1
 : -1.3, -11.7, -3.2, -7.0, -4.0, -2.9, 3.2, 0.3, 4.3, -7.3
9: Cc1cc2[nH]c(=O)c(=O)[nH]c2cc1S(=O)(=O)Nc1cccc(C)c1C
 : 2.0, 0.4, 8.9, -2.5, 2.0, -3.3, 1.5, 3.3, 2.3, 2.6
10: COc1ccc(-c2noc(C3CCCN(C(=O)Nc4cc(C)cc(C)c4)C3)n2)cc1 (configuration not stated)
 : 0.0, -8.3, -9.1, -1.1, ·, ·, -2.6, 1.5, -2.9, ·
11: Nc1nnc(SCC(=O)OCC(=O)Nc2ccccc2)s1
 : -0.8, 1.4, -4.8, 3.8, -2.3, -0.7, 4.6, 3.2, 1.6, 11.0
12: Cc1ccc(Cn2cc(CN3[C@@H](CC(C)C)COc4cc(Br)ccc4S3(=O)=O)nn2)cc1
 : -2.4, -0.3, -4.8, -4.9, ·, ·, -1.0, 5.4, -0.8, ·
13: Cc1cc[n+](CC(=O)c2ccc(NC(=O)c3ccccc3)cc2)c2ccccc12
 : 2.4, -2.0, -0.4, 1.0, 34.4, -0.1, 8.4, 15.2, -3.1, -0.1
14: O=C1CCCc2c1cc(C(=O)NC1CCSC1=O)c(=O)n2-c1ccccc1 (configuration not stated)
 : 1.1, 2.8, 1.3, -6.5, 2.1, 1.8, -0.1, 1.6, 8.2, 6.3
15: COc1cc(CNc2ccc3[nH]c(=O)[nH]c3c2)ccc1OCc1cccc(C)c1
 : -2.0, 16.5, -7.2, 9.6, 6.1, -3.1, 2.0, 1.2, 11.2, 6.2
16: CCOC(=O)NN1C(=O)c2ccccc2NC1c1ccccc1F (configuration not stated)
 : 1.5, -3.4, -6.8, 5.6, -0.9, -1.2, -0.1, -0.1, -1.1, 1.8
17: CC(=O)Nc1ccc2nc3ccccc3nc2c1
 : -2.4, 6.3, -1.1, -4.3, 0.1, -16.0, 1.9, -4.3, 10.8, -13.4
18: COC(=O)c1[nH]c2ccc(F)cc2c1NC(=O)CCN1CCN(Cc2ccc3c(c2)OCO3)CC1
 : 2.5, -6.7, 6.5, 3.5, 2.1, 2.1, -3.2, -9.4, -1.9, -3.6
19: CN(Cc1cnn(-c2ccc(F)cc2)c1)C(=O)[C@H]1O[C@@H](n2cnc3c(N)ncnc32)[C@H](O)[C@@H]1O
 : 5.5, -1.5, 2.5, 41.2*, ·, 1.9, -5.9, 1.4, 1.3, -2.5
20: O=c1c2c(nc3nc(NCc4ccccc4Cl)[nH]n13)CCC2
 : -2.7, 1.1, 4.8, -0.1, ·, -0.5, 3.1, 0.1, -2.2, 4.8

Next section.
Values run as follows: LEDGF integ inh, mABHD4 FP, TDP2 inh, SIAE primary, HTRA1 inh, PG9 binder, NR1D1 modulator, rCAG RNA binder, PRMT1 inh, TCR-CD3 inh
21: CCc1sc(C(=O)NCc2ccco2)cc1C
 : 4.1, -6.9, -21.0, 2.0, -9.7, 0.1, 2.5, 4.1, 0.3, 0.5
22: O=C(CN1CCN(Cc2ccccc2)CC1)N/N=C\c1c2ccccc2cc2ccccc12
 : 2.7, 4.7, 1.5, 5.0, ·, ·, 2.2, 2.9, -3.9, ·
23: N#Cc1ccc(-c2nc3c(Cl)cc(C(F)(F)F)cn3c2Cc2ccccc2C(F)(F)F)cc1
 : -0.5, -2.2, 3.3, -3.3, ·, -1.2, 0.3, 4.5, -3.2, -1.6
24: CC(CCc1ccccc1)NC(=O)C1CC1 (configuration not stated)
 : 0.6, -2.6, -15.9, 11.2, ·, -0.4, -2.5, -2.3, -7.4, -4.5
25: O=C1N(Cc2cccnc2)C[C@@H]2C[C@@H](c3ccccc3C#Cc3ccccc3)N3CCC[C@@]123
 : 5.0, 0.3, -17.3, -4.3, -9.0, -1.7, 0.3, -3.7, -1.7, -0.9
26: Cc1ccc(C)c(-c2cc(C(=O)N/N=C/c3cccnc3)c3ccccc3n2)c1
 : 1.4, -22.6, 6.7, -8.9, -19.5, -2.3, -4.2, -0.4, -0.4, 9.3
27: COc1ccccc1CCC(=O)Nc1ccc(OC)c(S(=O)(=O)N2CCCCC2)c1
 : 0.1, -13.2, 2.2, -5.9, -14.9, 0.3, 1.1, 6.9, 0.6, -7.8
28: O=C(COc1ccccc1F)NC1CCN(Cc2ccccc2)CC1
 : 1.4, 1.2, -8.5, 3.0, 0.4, 1.4, 2.5, -3.8, -0.2, -1.6
29: Cn1nnnc1SC(C(=O)Nc1cccc(C(F)(F)F)c1)c1ccccc1 (configuration not stated)
 : -0.1, -22.1, -4.6, -9.3, -54.4, -2.5, 0.4, 4.6, -2.1, -4.5
30: COc1ccc(CNC(=O)c2csc3c2CCCC3)cc1
 : 4.8, -4.3, 0.8, 1.4, -11.8, 2.2, -6.3, 1.8, -0.9, 4.6
31: Cc1ccc(F)c(NC(=O)c2cncn2-c2ccccc2)c1
 : 4.6, -4.0, -1.8, 0.5, 2.0, -1.7, 3.3, 0.8, -0.6, -1.9
32: O=C(NNS(=O)(=O)c1cccc(Cl)c1)c1cc(-c2ccc(F)cc2)nc2ccccc12
 : -5.2, -16.7, -14.5, -20.4, -26.6, -2.6, -8.6, 43.8*, 2.4, 0.1
33: CCOC(=O)c1cc2sc(C)cc2n1CC(=O)NCCc1ccccc1
 : 1.6, -5.9, 4.5, 3.3, 1.4, 55.2*, 31.8*, -7.3, -2.1, -7.4
34: COc1ccc(N2CCN(C(=O)C3(C)CC3(Cl)Cl)CC2)cc1 (configuration not stated)
 : -0.9, -3.6, 11.7, 13.4, 4.2, -0.6, -2.0, -0.8, -5.1, 4.3
35: CC1(C)CC2CC(C)(CN2C(=O)C23CCC(C)(C(=O)O2)C3(C)C)C1 (configuration not stated)
 : -0.2, 2.9, 6.1, -3.3, -3.1, 0.0, -3.8, -7.7, -1.0, 2.0
36: CC(C)CCN1C(=O)CC(NNC(=O)c2ccc(S(=O)(=O)N3CCCC3)cc2)C1=O (configuration not stated)
 : 3.3, 18.6, 4.3, 9.1, -2.9, 0.9, -1.9, 23.9, 4.4, 3.0
37: O=C(Nc1cc(Cl)ccc1N1CCOCC1)c1cnccn1
 : -3.4, 6.3, -8.1, -6.4, 3.8, -0.1, 4.3, 0.3, 1.8, 4.0
38: COc1ccc2[nH]c3c(c2c1)CCN1C(=O)C(CC(=O)NCCCn2ccnc2)C[C@H](C(=O)N2CCCCC2)[C@@]31C (some centres not stated)
 : 1.4, -6.0, -2.6, -4.3, 11.5, -0.5, -2.5, 0.5, -2.3, 1.1
39: CCS(=O)(=O)c1nc(S(=O)(=O)c2ccc(Cl)cc2)c(N2CCCC2)s1
 : 1.7, 0.0, 3.9, -1.3, 0.8, -0.3, -5.5, 1.4, -3.9, 0.1
40: OCCCNCc1ccc(N(c2ccccc2)c2ccccc2)cc1
 : -3.3, 20.7, -6.7, 5.5, 8.8, -0.1, -0.1, 10.3, 4.5, -2.3

Some of these compounds in order of their number in HTRA1 inh, lowest first.
| cpd | SMILES | LEDGF integ inh | TDP2 inh | SIAE primary | HTRA1 inh | PG9 binder | NR1D1 modulator | PRMT1 inh | TCR-CD3 inh |
| --- | --- | --- | --- | --- | --- | --- | --- | --- | --- |
| 27 | COc1ccccc1CCC(=O)Nc1ccc(OC)c(S(=O)(=O)N2CCCCC2)c1 | 0.1 | 2.2 | -5.9 | -14.9 | 0.3 | 1.1 | 0.6 | -7.8 |
| 33 | CCOC(=O)c1cc2sc(C)cc2n1CC(=O)NCCc1ccccc1 | 1.6 | 4.5 | 3.3 | 1.4 | 55.2* | 31.8* | -2.1 | -7.4 |
| 34 | COc1ccc(N2CCN(C(=O)C3(C)CC3(Cl)Cl)CC2)cc1 (configuration not stated) | -0.9 | 11.7 | 13.4 | 4.2 | -0.6 | -2.0 | -5.1 | 4.3 |

Continued:
Values run as follows: LEDGF integ inh, mABHD4 FP, TDP2 inh, SIAE primary, HTRA1 inh, PG9 binder, NR1D1 modulator, rCAG RNA binder, PRMT1 inh, TCR-CD3 inh
41: CN(C)CCCN(C(=O)CCS(=O)(=O)c1ccccc1)c1nc2cc3c(cc2s1)OCO3
 : -2.0, 1.7, 2.3, -0.3, 1.4, -0.6, 1.9, -0.8, 7.2, 1.5
42: Cc1ccc(C(=O)NC(C(=O)NC2CCCC2)c2ccccc2)cc1 (configuration not stated)
 : -4.2, 7.5, -4.8, -7.1, 4.7, 2.5, 6.4, -3.8, 0.2, -4.3
43: CCc1ccc2[nH]c(O)c(N=NC3=NC(=O)CS3)c2c1
 : -3.0, 30.5*, -8.2, -0.9, 11.2, -4.1, -1.4, 10.4, 7.3, 0.2
44: CCN1C[C@@H]2[C@@H]3C(=O)N(C)C(=O)[C@@H]3[C@](C)(C1=O)N2C(=O)c1ccc(C(C)(C)C)cc1
 : 0.1, 5.5, -0.1, 5.3, -0.8, -0.7, -0.2, -6.2, -1.8, 0.0
45: O=C(CCN1CCOCC1)NC1CCCN(Cc2ccccc2F)C1 (configuration not stated)
 : 1.6, 5.1, -9.8, 3.0, 1.5, -2.1, -0.4, -3.1, -3.0, 4.1
46: CCOc1ccc(NC(=O)c2ccco2)cc1S(=O)(=O)N1CCCC1
 : -1.0, 1.4, 0.3, 2.6, 4.0, 0.9, -2.6, 6.4, 1.1, -5.5
47: CN(C(=O)CC1C(=O)NCCN1Cc1cccc(F)c1F)C1CCOCC1 (configuration not stated)
 : 2.5, -7.9, -10.7, 1.7, 3.4, -2.5, 0.7, 2.4, -2.6, 2.4

With a hit mark in NR1D1 modulator, of those listed so far:
item	compound	LEDGF integ inh	TDP2 inh	SIAE primary	HTRA1 inh	PG9 binder	NR1D1 modulator	PRMT1 inh	TCR-CD3 inh
33	CCOC(=O)c1cc2sc(C)cc2n1CC(=O)NCCc1ccccc1	1.6	4.5	3.3	1.4	55.2*	31.8*	-2.1	-7.4
